Screening data as filed in PubChem BioAssay.
NPY-Y1 antag: blocks the human neuropeptide Y Y1 receptor; hit rate 1% among 200,000; inhibition, % at 3.6 µM; P25929; HEK293-CNG Y1 cells, membrane potential fluorescence; NPY at EC95, then isoproterenol;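 active = inhibition above the campaign mean inhibition of all tested compounds plus 3 SD, cut at about 20% in these data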;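 also: 0% = DMSO wells given NPY plus isoproterenol and 100% = isoproterenol alone without NPY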
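material = HEK293 cells with Y1 receptor plus CNG channel | also added = NPY 25 nM then isoproterenol 1 µM plus Ro 20-1724 25 µM | schedule = dye 3 h, compound 60 min room temperature, stimulation 45 min | measured by = membrane potential fluorescence | benchmarks = high control isoproterenol alone, low control NPY with isoproterenol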
zfTRPN1 agonist: activates the zebrafish TRPN1 channel; AID 1424; hit rate 0.18% among 220,000; HEK293 zebrafish TRPN1-YFP, Fluo-8 calcium fluorescence; 100% = response to 87 µM carbachol; activation, % at 3 µM;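 active = activation above its plate's cutoff, the mean activation of test wells on that plate plus 3 SD, cut at about 19% in these data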;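 also: 0% = DMSO alone and 100% = 87 µM carbachol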
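Material: zebrafish TRPN1-YFP in HEK293 cells; Doses: single test compound dose, 3 µM nominal, 0.3% DMSO; Timing: dye loading 1 h at 37 °C, then 30 min room temperature; Technique: intracellular calcium fluorescence with Fluo-8; Benchmarks: high carbachol 87 µM, low DMSO alone.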
NPY2 pot ag: human NPY-Y2 potentiation or agonism, primary screen; AID 1359; P49146; hit rate 0.45% among 220,000; activation, % at 3.6 µM; cells expressing NPY-Y2, potentiator/agonist read-out; in the data active = activation above about 27%;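 also: cells stimulated with NPY near EC25 plus isoproterenol at EC100; 0% = vehicle plus submaximal agonist and 100% = vehicle plus saturating agonist; some results beyond the cut were filed as inactive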
S1P4 agonist: activates the human S1P4 receptor. O95977. S1P4-expressing cell line, agonist reporter assay. activation, % at 4.98 µM. hit rate 0.35% among 220,000. AID 1509; in the data active = activation above about 11%;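 also: 0% = DMSO vehicle and 100% = reference agonist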
Target sequence (O95977 whole entry, looked up): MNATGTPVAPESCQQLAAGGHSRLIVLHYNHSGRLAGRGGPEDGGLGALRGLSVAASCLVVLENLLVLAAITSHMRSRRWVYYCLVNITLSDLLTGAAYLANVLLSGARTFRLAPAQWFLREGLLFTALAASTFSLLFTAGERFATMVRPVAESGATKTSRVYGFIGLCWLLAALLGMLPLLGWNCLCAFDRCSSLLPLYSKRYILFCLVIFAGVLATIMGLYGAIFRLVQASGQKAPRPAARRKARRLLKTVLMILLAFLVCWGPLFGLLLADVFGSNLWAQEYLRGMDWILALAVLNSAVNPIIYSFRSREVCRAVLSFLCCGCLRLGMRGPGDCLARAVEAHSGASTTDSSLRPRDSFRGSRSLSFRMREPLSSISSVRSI
NPY1 pot ag: human NPY-Y1 potentiation or agonism, primary screen; P25929; NPY-Y1 expressing cells, potentiator/agonist activation; activation, % at 3.6 µM; hit rate 0.37% among 220,000; AID 1304; in the data active = activation above about 33%, passing the limit was not always enough;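 also: cells stimulated with NPY at EC10 then isoproterenol at EC100; 0% = low agonist plus stimulus and 100% = saturating agonist plus stimulus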
TRPML3 ag: human mucolipin-3 channel agonism. Q8TDD5. HEK293 TRPML3-YFP, Fluo-8 calcium fluorescence; 100% = the carbachol control signal. activation, % at 3 µM. hit rate 0.29% among 220,000. AID 1448;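 active = activation above its plate's cutoff, the mean activation of the plate's test wells plus 3 SD, cut at about 12% in these data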;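 also: 0% = DMSO only wells and 100% = carbachol wells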
Target sequence (Q8TDD5 whole entry, looked up): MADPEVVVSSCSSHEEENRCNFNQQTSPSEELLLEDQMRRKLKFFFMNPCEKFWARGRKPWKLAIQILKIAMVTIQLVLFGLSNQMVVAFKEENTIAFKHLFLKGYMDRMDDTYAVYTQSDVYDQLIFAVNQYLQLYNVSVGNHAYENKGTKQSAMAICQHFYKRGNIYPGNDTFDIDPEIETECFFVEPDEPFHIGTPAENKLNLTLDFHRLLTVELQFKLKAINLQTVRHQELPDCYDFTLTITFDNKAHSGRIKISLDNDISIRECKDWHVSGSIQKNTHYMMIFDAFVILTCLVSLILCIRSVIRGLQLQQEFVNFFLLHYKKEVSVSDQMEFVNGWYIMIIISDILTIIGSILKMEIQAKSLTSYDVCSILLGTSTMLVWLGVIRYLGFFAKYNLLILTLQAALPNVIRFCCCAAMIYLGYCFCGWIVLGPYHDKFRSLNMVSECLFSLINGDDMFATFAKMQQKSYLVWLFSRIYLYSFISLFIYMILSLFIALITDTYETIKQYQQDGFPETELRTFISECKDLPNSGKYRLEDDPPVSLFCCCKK
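Test system: HEK293 cells stably carrying human TRPML3-YFP; Doses: single dose, 3 µM final nominal compound, 0.3% DMSO final; Schedule: dye loading 1 h 37 °C then 30 min ambient, 125 s read; Technique: Fluo-8 calcium fluorescence; Benchmarks: high control carbachol 87 µM, low control DMSO.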
EP2 mod: EP2 receptor (human) modulation | induction, % at 25 µM | EP2-expressing cells, cAMP HTRF FRET, PGE2 co-stimulation | AID 940 | P43116 | hit rate 0.83% among 260,000;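 active = compounds whose cAMP rise, as percent of the full-agonist control response, exceeds 60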;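 also: rat C6 glioma line stably carrying human EP2 under a CMV promoter; the protocol text gives 20 µM as final concentration; 100% = response of wells given 1 µM PGE2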
S1P4 antag: antagonists of human S1P4 receptor | inhibition, % at 4.98 µM | hit rate 0.26% among 220,000 | S1P4-expressing cells, antagonist mode, reporter read-out; in the data active = inhibition above about 29%;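 also: 0% = wells stimulated with agonist and 100% = vehicle wells without agonist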
CHOP inhibitor: inhibitors of CHOP induction in ER stress response | CHO-K1 CHOP-promoter luciferase, tunicamycin-induced, 15-18 h | inhibition, % at 10 µM | hit rate 3.8% among 220,000 | AID 2732;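 active = compounds that reduced the stress-induced luciferase reporter signal by more than about 70% of percent inhibition, limit read from the data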;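 also: 0% = tunicamycin plus vehicle and 100% = wells without tunicamycin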
* = called active by the depositor; / = not tested or not shown; & = joins results of further samples.

Under each structure – NPY-Y1 antag, zfTRPN1 agonist, NPY2 pot ag, S1P4 agonist, NPY1 pot ag, TRPML3 ag, EP2 mod, S1P4 antag, CHOP inhibitor
O=c1c2ccccc2nc(-c2ccccc2)n1-c1cccnc1
    -8, -0.8, 1, 0.1, 11, -1.2, -11&-5, -12, -3
Cc1nc2ccccc2c(=O)n1-c1ccccc1[N+](=O)[O-]
    1, -0.9, 3, -1.1, 8, -0.3, -9, -13, -3
COc1ccc(CCn2c(O)c(C=NCc3ccc4c(c3)OCO4)c(=O)[nH]c2=O)cc1OC
    2, 0.5, 12, -0.8, 14, 0.6, -35, -5, 27
C=CCn1c(O)c(C(C)=Nc2ccc(NC(C)=O)cc2)c(=O)[nH]c1=O
    -1, 1.3, 8, 0.7, 16, -0.1, 34, -20, 54
CC1CCCN(CC(=O)N2CCCc3ccccc32)C1 (configuration not stated)
    2, 1.0, -4, -0.8, -12, 1.1, 22, -15, 5
CC(C)(C)N1C(=O)NC(=O)/C(=C\c2ccc3c(c2)CCN3CCCCl)C1=O
    /, 0.8, -14, -0.8, 10, 0.1, -25, 9, 14
CCCCC(=O)N/N=C/c1c(O)n(Cc2ccco2)c(=O)[nH]c1=O
    0, 0.4, -5, -1.0, -8, 0.2, 13, -12, 4
CC(C)c1ccc(N2C(=O)NC(=O)/C(=C\C=C\c3ccco3)C2=O)cc1
    -1, 6.7, -8, 1.2, 6, 4.0, -76, 14, 104*
S=C(c1ccc(Cl)cc1)N1CCOCC1
    5, 0.5, 3, 0.0, -12, 0.5, 5, -14, 8
O=C(c1ccc2nc3ccc(Cl)cc3c(=O)n2c1)N1CCC2(CC1)OCCO2
    -2, 1.1, -10, -0.9, 5, 0.1, /, -24, /
O=C1C2(c3ccccc3)CN3CN(C2)CC1(c1ccccc1)C3
    1, -1.0, 0, 0.0, -18, 1.1, -2, -2, 8
Cc1ccc(-n2c(O)c(/C=N/Nc3ccccc3)c(=O)[nH]c2=O)cc1C
    /, 1.5, 13, 1.2, 23, 0.8, -7, -3, 14
Cc1ccccc1NC(=O)NCCN1CC1
    /, 1.8, -24, 0.0, 15, 0.3, -15, 5, -1
O=C(c1cc2c(s1)CCCCCC2)N1CCC2(CC1)OCCO2
    5, 2.2, 10, 1.4, -8, -0.2, -6, -2, 67
O=C(CNC(=O)c1ccccc1)Nc1ccc(Br)cc1C(=O)c1ccccc1
    14, -2.0, 2, -0.9, 6, -0.8, 12, -11, 40
CC1=C(C(=O)O)N2C(=O)C(NC(=O)Cc3ccccc3)C2SC1 (configuration not stated)
    /, 2.7, -21, 0.2, -5, 0.6, -9, -18, -12
CCCCN1C(=O)/C(=C/c2ccc(N3CCCCCC3)cc2)C(=O)NC1=S
    2, 0.0, 0, 2.2, 11, 1.4, 16, -12, 1
CCOC(=O)[C@]1(C#N)[C@@H]2C=CC(C(N)=O)=CN2[C@@H](C(N)=O)[C@@H]1c1ccc(F)cc1
    /, -0.9, 3, 1.0, 4, 1.2, 1, 9, -1
CC1CCCCN1Cc1ccc(Cl)nc1 (configuration not stated)
    -4, 2.5, 18, 1.4, 4, 0.6, 9, -21, 0
CC[N+]1(C)CCCC(OC(=O)C(O)(c2ccccc2)c2ccccc2)C1 (configuration not stated)
    0, 0.8, 14, 1.9, 2, 1.0, 17&-14, -6, 8

Next part
Compound | NPY-Y1 antag | zfTRPN1 agonist | NPY2 pot ag | S1P4 agonist | NPY1 pot ag | TRPML3 ag | EP2 mod | S1P4 antag | CHOP inhibitor
CN(C)/C=C/C(=O)C(Cl)(Cl)Cl | -3 | 0.1 | 0 | -0.8 | -11 | 0.8 | 10 | -13 | 20
COc1ccc(C(=O)CN2CCOCC2)cc1F | -2 | 0.5 | -19 | 0.6 | -13 | 0.0 | 4 | 5 | -19
CCOC(=O)c1[nH]c(C)c(C(=O)N2CCC3(CC2)OCCO3)c1C | 0 | 0.8 | -4 | 0.4 | -1 | 0.3 | 6 | -16 | -4
CCCc1c(C)nc(-c2ccc(C)cc2)nc1OC(=O)N(C)C | / | -1.6 | 2 | -0.6 | -24 | -1.6 | 23 | 15 | -31
O=P(C(=Nc1ccc(Cl)cc1)N1CCOCC1)(N1CCOCC1)N1CCOCC1 | 4 | 1.7 | -5 | -3.3 | -8 | 0.7 | 10 | -10 | 7
CCOc1ccc(N=Cc2c(O)n(CCc3ccc(OC)c(OC)c3)c(=O)[nH]c2=O)cc1 | / | 0.7 | -10 | 0.0 | -3 | 1.1 | -11 | -10 | 90*
Clc1ccccc1C1NCc2ccccc2-n2cccc21 (configuration not stated) | 5 | -0.4 | -7 | 0.6 | 3 | -0.1 | 68* | -6 | -6
C=CCn1c(O)c(C(CC)=NCCc2ccccc2)c(=O)[nH]c1=O | 20 | 0.1 | -26 | 0.1 | -34 | 0.0 | 28 | -12 | -5
Nc1ccccc1-[n+]1c(-c2ccccc2)cc(-c2ccccc2)cc1-c1ccccc1 | / | -1.1 | -6 | 1.6 | -2 | 1.0 | -9 | -8 | -16
O=C(C1CCN(S(=O)(=O)c2ccccc2)CC1)N1CCC2(CC1)OCCO2 | -5 | -0.4 | -11 | 0.5 | -6 | 0.5 | -41 | 2 | -3
N=C1c2ccccc2CN1CC(=O)c1ccccc1 | 4 | 0.4 | -4 | -1.8 | 2 | 0.0 | -5 | -5 | -21
N=C1c2ccccc2CN1NC(=O)c1ccc(Br)cc1 | -3 | 2.2 | -7 | 2.5 | -23 | 0.6 | 0 | 10 | 13
O=S(=O)(F)c1ccc2nc(-c3cccc(Sc4ccccc4)c3)cc(Cl)c2c1 | / | 0.6 | -1 | -0.1 | 18 | 0.7 | 28 | -23 | 16
CCC(=NCCCn1ccnc1)c1c(O)n(Cc2ccccc2)c(=O)[nH]c1=O | 5 | -0.7 | -7 | 0.8 | -1 | 0.8 | 11 | -6 | -7
O=[N+]([O-])c1ccc(N2CCNCC2)cc1NCC1CCCO1 (configuration not stated) | -2 | 0.7 | -11 | 0.5 | -9 | -0.2 | 9 | -1 | 17
CNC(=O)Oc1ccc(-c2cn3cc(Cl)ccc3n2)cc1 | 14 | -0.5 | -15 | -1.9 | -33 | -0.5 | 1 | -12 | 7
O=C(c1ccccc1F)c1cn(Cc2ccccc2)c2ccccc12 | -3 | -0.1 | -3 | -1.9 | -13 | 0.1 | 46 | -11 | 29
CC1(C)OC(c2ccccc2)=C/C(=C/C=C2C(=O)NC(=S)NC2=O)O1 | 8 | 8.6 | 5 | 1.1 | 13 | 4.0 | 24 | 1 | 52
NC(=O)C1(N2CCCCC2)CCN(Cc2ccccc2)CC1 | -7 | -0.4 | -17 | -2.3 | -3 | 0.3 | 5 | -13 | 7
Cc1ccccc1N1C(=O)NC(=O)/C(=C\c2cc(Br)c(N3CCOCC3)o2)C1=O | -6 | 2.5 | -2 | -0.3 | 5 | 1.7 | 0 | -7 | 72*
NP(=O)(OCC(F)(F)F)Oc1ccc(Cl)cc1 (configuration not stated) | -2 | 0.0 | -2 | 0.3 | -18 | 0.6 | 4 | -12 | 29
C[N+]12CCC(CC1)C(C#N)(N1CCOCC1)C2 (configuration not stated) | -1 | 0.8 | 1 | -1.6 | -11 | -0.2 | -45 | 15 | 0
O=c1cccc2n1CC1CC2CN(Cc2c(F)cccc2Cl)C1 (configuration not stated) | 2 | -1.3 | 5 | -0.2 | -2 | 0.4 | 20 | -6 | 24
CCN(CC)P(=O)(/C=C(\Cl)c1ccccc1)/C=C(\Cl)c1ccccc1 | 13 | 0.2 | -20 | -0.6 | -23 | 0.5 | 18 | -29 | 23
COc1ccccc1CCNC1CCC(C)CC1 (configuration not stated) | 11 | 0.1 | 16 | -0.2 | -20 | 0.7 | -15 | -2 | 31
C=CCOC(=O)COc1cc(C)cc2oc(=O)c3c(c12)CCC3 | 11 | -3.0 | -6 | 1.0 | -14 | -1.3 | 39 | 1 | 11
O=c1[nH]c(=O)n(-c2cccc3ccccc23)c(O)c1/C=N/N1CCCCCC1 | / | 0.0 | 13 | 0.2 | -7 | 0.1 | 3 | -13 | 8
Brc1ccc(C2N3CCCN23)cc1 (configuration not stated) | -1 | 2.2 | 10 | 0.6 | 4 | 0.8 | 30 | -17 | 21
CN1CCC(N(C)c2nc(-c3ccc([N+](=O)[O-])cc3)nc3ccccc23)CC1 | 1 | 1.2 | 11 | 0.1 | 25 | 2.9 | -18 | -5 | -4
O=C(O)c1cccc2c1NC(c1cccc([N+](=O)[O-])c1)C1CC(Sc3ccccc3[N+](=O)[O-])C(Cl)C21 (configuration not stated) | 6 | 0.9 | -11 | 0.4 | -2 | -0.5 | -28 | 2 | 51
Clc1ccc(N2CCN(Cc3ccccc3Cl)CC2)cc1 | 1 | -1.5 | -7 | -0.3 | -34 | 0.3 | 14 | -13 | 23
Cc1ccc(N2C(=O)NC(=O)/C(=C/c3cnc(-c4ccccc4)nc3)C2=O)cc1C | -1 | 3.0 | 5 | 0.4 | 5 | 0.6 | 9 | -1 | 2

Entries from the list above that contain a furan ring, fused or not (3):
Compound | NPY-Y1 antag | zfTRPN1 agonist | NPY2 pot ag | S1P4 agonist | NPY1 pot ag | TRPML3 ag | EP2 mod | S1P4 antag | CHOP inhibitor
CCCCC(=O)N/N=C/c1c(O)n(Cc2ccco2)c(=O)[nH]c1=O | 0 | 0.4 | -5 | -1.0 | -8 | 0.2 | 13 | -12 | 4
CC(C)c1ccc(N2C(=O)NC(=O)/C(=C\C=C\c3ccco3)C2=O)cc1 | -1 | 6.7 | -8 | 1.2 | 6 | 4.0 | -76 | 14 | 104*
Cc1ccccc1N1C(=O)NC(=O)/C(=C\c2cc(Br)c(N3CCOCC3)o2)C1=O | -6 | 2.5 | -2 | -0.3 | 5 | 1.7 | 0 | -7 | 72*

Some of the compounds tested (hit frequency here may not be typical).
